Screening data (PubChem BioAssay)
ERAP1 HTS inh: human ERAP1 aminopeptidase inhibitors, primary screen, biochemical, single point, plate reader | Endoplasmic reticulum aminopeptidase 1 (Homo sapiens), Q9NZ08 | recombinant ERAP1, Leu-AMC fluorescence, 60 min | inhibition, % at 10.7 µM | 0.15% of 340,000 active | AID 652197, 2013;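 active = mean replicate inhibition of at least 30%, or all replicates individually reaching that 30% level; inactive = mean below 30% and not every replicate reaching it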;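 also: 0% = neutral control wells and 100% = L-leucinethiol positive control wells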
Target sequence (Q9NZ08 whole entry, looked up): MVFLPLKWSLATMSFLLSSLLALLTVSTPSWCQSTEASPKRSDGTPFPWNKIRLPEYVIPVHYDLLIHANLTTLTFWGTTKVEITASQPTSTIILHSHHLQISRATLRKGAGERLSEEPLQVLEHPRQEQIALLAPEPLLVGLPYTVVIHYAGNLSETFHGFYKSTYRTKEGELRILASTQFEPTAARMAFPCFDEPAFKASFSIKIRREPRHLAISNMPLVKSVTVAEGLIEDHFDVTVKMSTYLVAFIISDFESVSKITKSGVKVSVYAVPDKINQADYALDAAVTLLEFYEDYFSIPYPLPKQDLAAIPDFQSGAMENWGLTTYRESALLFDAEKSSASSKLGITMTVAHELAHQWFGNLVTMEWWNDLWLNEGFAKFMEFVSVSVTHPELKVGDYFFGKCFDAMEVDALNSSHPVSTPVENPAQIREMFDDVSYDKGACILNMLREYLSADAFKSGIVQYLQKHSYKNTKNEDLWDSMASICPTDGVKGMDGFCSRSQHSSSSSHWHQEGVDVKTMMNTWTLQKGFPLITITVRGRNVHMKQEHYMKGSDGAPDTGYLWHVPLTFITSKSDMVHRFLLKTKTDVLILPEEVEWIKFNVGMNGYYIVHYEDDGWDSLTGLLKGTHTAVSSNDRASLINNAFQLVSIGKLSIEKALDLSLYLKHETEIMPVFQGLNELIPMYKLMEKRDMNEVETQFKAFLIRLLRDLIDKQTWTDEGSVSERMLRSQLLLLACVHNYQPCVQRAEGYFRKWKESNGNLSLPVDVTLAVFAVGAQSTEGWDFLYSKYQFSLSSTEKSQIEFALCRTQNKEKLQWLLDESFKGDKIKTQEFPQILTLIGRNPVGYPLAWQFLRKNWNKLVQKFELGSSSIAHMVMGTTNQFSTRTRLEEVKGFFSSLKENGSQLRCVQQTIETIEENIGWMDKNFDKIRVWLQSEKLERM
PglD inh: C. jejuni PglD acetyltransferase inhibitors, primary screen, biochemical, DTNB colorimetric, single point | UDP-N-acetylbacillosamine N-acetyltransferase PglD (Campylobacter jejuni) | purified PglD enzyme, DTNB colorimetric CoA detection | inhibition, % at 12.5 µM | 0.098% of 360,000 active; in the data active = inhibition above about 16%, passing the limit was not always enough; also: strong numbers were not always called active
EWS-Fli block: EWS/Fli-driven NR0B1 reporter inhibitors, primary screen, A673 cells, NR0B1 luciferase, luminescence, MLPCN library. viability-normalised. inhibition, % at 12.6 µM. 0.67% of 350,000 active;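 active = mean inhibition of at least 50% after viability correction, with every replicate also passing that limit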;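 also: firefly luciferase signal divided by Alamar Blue viability fluorescence both relative to DMSO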
PGC1a acetyl inh: inhibitors of PGC1a acetylation signal, primary screen, cell-based, U2OS, AlphaScreen, inhibitor mode; 0.17% of 350,000 active; AlphaScreen anti-acetyl-lysine; with virally co-expressed GCN5 acetyltransferase; inhibition, % at 15.6 µM;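 active = every replicate shows inhibition of at least 40%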;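 also: 0% = neutral control wells and 100% = positive control wells; some results beyond the cut were filed as inactive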
S100A4 MyoIIA: inhibitors of S100A4-myosin IIA peptide binding, primary screen, biochemical, fluorescence polarization, TAMRA-MyoIIA peptide | Protein S100-A4 (Homo sapiens), P26447 | inhibition, % at 10.7 µM | 0.14% of 360,000 active;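 active = mean inhibition of at least 70% across replicates, with every replicate also reaching that level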
Target sequence (P26447 whole entry, looked up): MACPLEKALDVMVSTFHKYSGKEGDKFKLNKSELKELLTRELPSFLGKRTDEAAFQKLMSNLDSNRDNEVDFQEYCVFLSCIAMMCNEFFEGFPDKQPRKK
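Material: human S100A4 monomer with TAMRA-labelled myosin IIA peptide; buffer or medium: HEPES pH 7.2 with CaCl2, KCl, NaCl, DTT, Triton; compound dosing: one concentration per compound; schedule: 5 min incubation before reading; benchmarks: neutral control DMSO, positive control TFP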
LGR2 inh: inhibitors of bursicon-induced LGR2 CRE-luciferase signal, primary screen, cell-based, HEK293, CRE-luciferase reporter, bursicon stimulation. bursicon-stimulated, 4 h. AID 720647, 2013. inhibition, % at 9.99 µM. 0.35% of 380,000 active. Drosophila bursicon receptor LGR2 (rickets);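 active = drop in luminescence signal, shown as inhibition above about 50% in the replicate tests, limit read from the data, passing the limit was not always enough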;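 also: agonist challenge used bursicon conditioned medium at about half maximal strength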
PAX8 reporter: inhibitors of PAX8-driven TPO luciferase reporter, primary screen, RMG-I cells, single concentration | SteadyGlo, 24 h | inhibition, % at 12.6 µM | 1.2% of 360,000 active;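 active = mean replicate inhibition at least 60% with every replicate also reaching 60%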;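 also: luciferase light reporting Pax8 driven TPO promoter activity; plate controls were median of neutral control wells for no effect and mitoxantrone controls for full effect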
FN deposit inh: inhibitors of fibronectin matrix deposition, primary screen, AH1F cells, Alexa488-fibronectin fluorescence, plate reader. AH1F fibroblasts, overnight. inhibition, % at 12.6 µM. 0.086% of 350,000 active;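 active = mean inhibition across replicates of 30% or more, regardless of how many single replicates reach that level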;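 also: positive control wells lacked labelled fibronectin entirely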
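test system = AH1F fibroblasts assembling fluorescent fibronectin matrix | quantity = 10000 AH1F cells per well | buffer or medium = DMEM plus 2% serum, read in PBS | doses = single dose, pinned | incubation = 1 h cell attachment, overnight exposure to compound and label | detection = fluorescence at 485 nm excitation, 525 nm emission | read-out basis = inhibition from reduced deposited-fibronectin fluorescence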
The depositor's hits bear a star; . = no result given.

SMILES | ERAP1 HTS inh | PglD inh | EWS-Fli block | PGC1a acetyl inh | S100A4 MyoIIA | LGR2 inh | PAX8 reporter | FN deposit inh
C[C@@H]1CN([C@@H](C)CO)C(=O)c2cc(NS(=O)(=O)c3ccccc3)ccc2O[C@@H](C)CCCCO[C@@H]1CN(C)C(=O)Nc1ccc(F)cc1 | -6 | -4 | -2 | -5 | -1 | 11 | -19 | .
COc1cc(C(=O)COC(=O)C2CCN(c3ccc(C(F)(F)F)cn3)CC2)ccc1OC(F)F | 4 | 5 | 2 | . | -8 | 4 | -53 | 0
CCC(=O)NC(Nc1cc(C)cc(C)n1)(C(F)(F)F)C(F)(F)F | . | -3 | . | 12 | . | . | -6 | 3
O=C(/C=C\c1ccccc1)Nc1ccc(NC(=O)c2ccco2)cc1 | -2 | 5 | -11 | 1 | -13 | 0 | -6 | 2
C=CCOCCN(C)C1=NS(=O)(=O)c2cc([N+](=O)[O-])ccc21 | 5 | . | 7 | -8 | -3 | 17 | 26 | .
CCOc1ccc(NC(=O)NNC(=O)c2cccnc2)cc1 | 1 | 0 | 0 | 2 | -6 | 4 | 7 | .
COCC(=O)N1C[C@H](C)[C@H](OC)CN(C)C(=O)c2ccc(NC(=O)c3cc(C)on3)cc2OC[C@@H]1C | 1 | -1 | -3 | -18 | 29 | 7 | -4 | -7
Cc1cccc(CN2CCN(c3nc4nonc4nc3NC3CC3)CC2=O)c1 | -4 | . | 9 | . | 7 | 7 | 10 | 17
CN(C)P(=O)(Nc1cccc2ccccc12)Nc1cccc2ccccc12 | 2 | 4 | 13 | -2 | 1 | 11 | 39 | 0
CCOc1ccccc1NC(=O)c1cccc(N2C(=O)CCC2=O)c1 | -1 | -1 | . | . | 2 | -2 | -6 | .
COCCNC(=O)CS(=O)(=O)Cc1nc(-c2ccc(C)cc2)oc1C | 5 | 1 | 1 | . | -1 | -2 | 5 | 6
COCC(=O)N1CC[C@H]2[C@@H]1c1cc(-c3ccccc3)ccc1N(C)[C@H]2CO | 2 | 4 | -4 | -11 | -9 | 7 | -4 | 5
CCOc1ccc(C(=O)OCC(=O)NCCCc2ccccc2)cc1 | -2 | -2 | 5 | . | -3 | -4 | -12 | -2
COc1ccc(S(=O)(=O)NC2CCc3ccccc32)cc1OC (centres undefined) | 2 | 2 | -7 | . | 1 | 10 | 5 | 1
Cc1cccc(OCC(O)CN2C(C)(C)CC(O)CC2(C)C)c1C (centres undefined) | . | 6 | . | 2 | . | . | 17 | 2
COc1ccc2oc(C)c(C(=O)c3ccccc3)c2c1 | 6 | . | -14 | -14 | -13 | -16 | -10 | -5
CCOc1ccc(CCNC(=O)Cc2ccc(NC(=O)C3=C(C)OCCS3)cc2)cc1 | 4 | 4 | . | . | -3 | -16 | -58 | -19
O=C(NC1CCCCNC1=O)c1ccco1 (centres undefined) | 1 | . | 5 | . | 7 | -10 | 6 | 17
O=C(CC(=O)N/N=C/c1ccc(Cl)cc1Cl)NCc1ccccc1 | 0 | 0 | . | . | -5 | 6 | . | .
O=C(/C=C(\Nc1cc(Cl)c(F)c(Cl)c1)c1ccccc1)c1ccccc1 | 0 | . | -14 | . | 0 | -59 | 11 | 4
CNC[C@@H]1OCCCC[C@H](C)Oc2ccc(NC(=O)NC(C)C)cc2C(=O)N([C@H](C)CO)C[C@H]1C | 1 | 4 | . | -7 | 2 | 18 | -8 | 5
C[C@H](CO)N1C[C@H](C)[C@@H](CN(C)C(=O)CN(C)C)Oc2cc(C#Cc3cccnc3)ccc2S1(=O)=O | 2 | 1 | 2 | -8 | -76 | -1 | . | -15
COc1ccc(OCCOC(=O)CNC(=O)c2ccc(C)cc2)cc1 | 7 | -2 | 0 | 4 | -9 | -8 | -7 | 5
CCCCc1ccc(NC(=S)NCc2ccccc2OC)cc1 | -5 | . | -11 | -10 | -6 | 3 | 5 | 1

Among those listed so far, 3 contain a furan ring, fused or not.
SMILES | ERAP1 HTS inh | PglD inh | EWS-Fli block | PGC1a acetyl inh | S100A4 MyoIIA | LGR2 inh | PAX8 reporter | FN deposit inh
O=C(/C=C\c1ccccc1)Nc1ccc(NC(=O)c2ccco2)cc1 | -2 | 5 | -11 | 1 | -13 | 0 | -6 | 2
COc1ccc2oc(C)c(C(=O)c3ccccc3)c2c1 | 6 | . | -14 | -14 | -13 | -16 | -10 | -5
O=C(NC1CCCCNC1=O)c1ccco1 (centres undefined) | 1 | . | 5 | . | 7 | -10 | 6 | 17

Looked up above.
Reading of Cc1cccc(OCC(O)CN2C(C)(C)CC(O)CC2(C)C)c1C (centres undefined) under PglD inh: 6
Reading of COc1ccc2oc(C)c(C(=O)c3ccccc3)c2c1 under ERAP1 HTS inh: 6
Reading of O=C(/C=C(\Nc1cc(Cl)c(F)c(Cl)c1)c1ccccc1)c1ccccc1 under S100A4 MyoIIA: 0

(more compounds)
SMILES | ERAP1 HTS inh | PglD inh | EWS-Fli block | PGC1a acetyl inh | S100A4 MyoIIA | LGR2 inh | PAX8 reporter | FN deposit inh
O=C(C[C@@H]1C[C@H]2c3cc(NC(=O)c4ccc5c(c4)OCO5)ccc3O[C@H]2[C@@H](CO)O1)NCC1CC1 | 2 | 0 | -13 | 0 | 0 | 23 | -40 | -20
C[C@H](CO)N1C[C@H](C)[C@@H](CN(C)Cc2ccc(C(=O)O)cc2)Oc2ccc(NC(=O)CCC(F)(F)F)cc2C1=O | -1 | -4 | -4 | -3 | 20 | -22 | 5 | .
C/C(=N\N=C1\NC(=O)CC(C(=O)O)S1)c1ccc(F)cc1 (centres undefined) | -2 | 9 | 10 | -3 | 3 | 3 | 7 | 9
Cc1ccc(NC(=O)C(=O)NCCCN2CC(C(=O)O)CC2=O)cc1 (centres undefined) | -2 | 2 | 7 | -7 | 2 | -4 | -10 | 9
CCc1ccc(-c2cc(C)no2)cc1S(=O)(=O)N1CCN(c2ccc(C(C)=O)cc2)CC1 | -4 | 2 | . | 0 | 7 | 3 | 33 | 10
O=S(=O)(NCc1cccnc1)c1ccc2ccccc2c1 | -3 | -15 | 8 | -8 | 0 | 5 | -13 | -4
FC(F)(F)c1ccc(Cl)c(-n2c(-c3ccco3)n[nH]c2=S)c1 | 1 | -8 | -1 | . | -4 | -8 | 15 | -2
COc1ccc(N2CCN(CC(=O)Nc3ccccc3C(=O)NCc3ccccc3)CC2)cc1 | -2 | 0 | 9 | -20 | 1 | 2 | 14 | 1
Cc1c(CC(=O)N2CCN(C(=O)C3COc4ccccc4O3)CC2)c(=O)oc2c(C)c(O)ccc12 (centres undefined) | -17 | 1 | . | . | -1 | 3 | -3 | 2
COC(=O)C[C@H]1C[C@@H]2c3cc(NS(=O)(=O)c4ccccc4)ccc3O[C@@H]2[C@H](CO)O1 | . | -5 | -1 | 6 | . | 0 | 4 | -4
CCOc1ccc(NC(=O)OCCN2CCN(CCc3ccccc3)C(C)C2)cc1 (centres undefined) | 3 | 0 | 5 | 0 | 3 | 2 | 10 | 1
COc1ccc(OCCC(=O)OCC(=O)NC(=O)NC2CCCCC2)cc1 | 0 | 5 | 1 | -2 | -4 | -8 | 12 | -6
CNC[C@@H]1OCCCC[C@@H](C)Oc2ccc(NC(=O)CCC(F)(F)F)cc2C(=O)N([C@H](C)CO)C[C@H]1C | . | . | -2 | -2 | . | -38 | -9 | .
Cn1c(N)c(C(=O)CSc2nnc(C3CC3)n2N)c(=O)n(C)c1=O | 0 | 2 | -4 | 2 | -1 | 13 | -3 | -3
COc1ccc(CN(C)CC(=O)Nc2cccc(S(N)(=O)=O)c2)c(OC)c1OC | 2 | . | 7 | . | 4 | -7 | -5 | -2
O=C1CCCCCN1Cc1ccccc1 | . | -1 | . | 1 | -3 | . | . | 6
CO[C@H]1CN(C)C(=O)c2cc(NS(=O)(=O)CC(F)(F)F)ccc2OC[C@H](C)N(C(=O)c2ccc3c(c2)OCO3)C[C@H]1C | 0 | 1 | -3 | -3 | -12 | 1 | -1 | -4
O=S(=O)(c1ccc(Cl)cc1)N1CCN(CCc2ccncc2)CC1 | -2 | -1 | 10 | . | -5 | 3 | 17 | -5
COc1ccc(S(=O)(=O)N(C)C[C@@H]2OCCCC[C@H](C)Oc3ccc(NC(=O)NC4CCCCC4)cc3C(=O)N([C@H](C)CO)C[C@H]2C)cc1 | -1 | -1 | 13 | -13 | -6 | 7 | 39 | 4
C[C@@H]1CCCCO[C@H](CN(C)C(=O)Cc2ccccc2)[C@@H](C)CN([C@@H](C)CO)C(=O)c2cc(NC(=O)Nc3ccc(C(F)(F)F)cc3)ccc2O1 | 1 | -3 | -7 | . | 2 | 17 | 79* | .
C[C@@H]1CN([C@H](C)CO)C(=O)c2cc(NS(C)(=O)=O)ccc2O[C@@H](C)CCCCO[C@H]1CN(C)C(=O)Nc1ccccc1 | -3 | -3 | -5 | 0 | 9 | -2 | 1 | 6
CN(Cc1ccccc1F)C(=O)COc1ccc(C(=O)c2ccccc2)cc1 | 3 | -8 | . | . | -26 | 5 | 4 | -1
CN(C)S(=O)(=O)c1ccc(C(=O)N2CCN(S(=O)(=O)c3cccs3)CC2)cc1 | -4 | . | 4 | -6 | -5 | 9 | 21 | -3
COc1ccc(C(=O)CNc2ccc3ccccc3c2)cc1 | 0 | . | -62 | -3 | -8 | -53 | -71 | -8
Cc1ccc(S(C)(=O)=N/C=C2\C(=O)c3sccc3N(C)S2(=O)=O)cc1 (centres undefined) | -2 | . | 1 | . | -21 | 1 | 6 | 6
COc1ccc(Cc2nnc(Nc3ccc(Cl)cc3)[nH]c2=O)cc1 | -5 | 5 | -11 | -6 | -6 | -3 | 6 | 11
COc1ccc(-c2nc3c(C)cc(Br)cn3c2Cc2ccccc2)cc1OC | 1 | -4 | 10 | -14 | -6 | -15 | 6 | -5
O=C(Nc1ccc(F)cc1)N1CC(=O)N2[C@H](C1)[C@@H](c1ccc(C#CC3CC3)cc1)[C@@H]2CO | -1 | . | 2 | -6 | 1 | 11 | -10 | .
CN(C)C(CNC(=O)c1cc(-c2ccco2)nc2ccccc12)c1ccccc1 (centres undefined) | -10 | -7 | -2 | -1 | -4 | -1 | 6 | -8
N#C[C@H]1[C@H](c2ccccc2-c2ccccc2)[C@H](CO)N1C(=O)NC1CCCCC1 | -4 | . | 5 | 2 | -7 | 15 | -6 | -5
CCOC(=O)C1CCN(C(=O)CCc2ccc(S(=O)(=O)NC(C)C)cc2)CC1 | 1 | -1 | -2 | 1 | -5 | -1 | -13 | -1
O=C(NCC1CCCO1)C1CCN(C2CCN(C3CCCCCC3)CC2)CC1 (centres undefined) | 0 | . | -2 | 0 | -2 | -27 | -1 | 7
Cc1ccnc(SCC(=O)Nc2sccc2C#N)n1 | -1 | 0 | 2 | . | 6 | -3 | 1 | 9
C[C@@H]1CCCCO[C@H](CN(C)Cc2ccc(C(F)(F)F)cc2)[C@H](C)CN([C@H](C)CO)C(=O)c2cc(NC(=O)Nc3ccc4c(c3)OCO4)ccc2O1 | -3 | -2 | 8 | -10 | -3 | 15 | 67* | .
CCOC(=O)C1=C(O)C(=O)N(Cc2ccccc2)CC1 | 0 | 2 | 5 | 0 | 5 | -7 | 22 | -3
